TEAD-YAP block: TEAD-YAP interaction inhibition | AID 1259422 | inhibition, % at 9.12 µM | HEK-TIYL cells, TEAD-Gal4/YAP UAS-luciferase luminescence | 1.4% of 640,000 active; in the data active = inhibition above about 32%;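 also: 0% = median of test compound wells and 100% = reference inhibitor wells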
FBW7 act: human FBW7 E3 ligase activation, primary screen; Q969H0; AlphaScreen FBW7–phospho-cyclin E peptide binding, activator screen; normalized activity (activation), % at 26.1 µM; 0.13% of 650,000 active; AID 1259310; in the data active = normalized activity above about 1.9%;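 also: purified mutant Fbw7 with reduced substrate affinity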
GPR151 ag: activates the human receptor GPR151; Q8TDV0; PathHunter beta-arrestin GPR151 cells, luminescence; activation, % at 11.2 µM; 1% of 650,000 active; AID 1508602; in the data active = activation above about 4.9%;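 also: 0% = median of compound wells and 100% = cells with positive control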
Target sequence (Q8TDV0 whole entry, looked up): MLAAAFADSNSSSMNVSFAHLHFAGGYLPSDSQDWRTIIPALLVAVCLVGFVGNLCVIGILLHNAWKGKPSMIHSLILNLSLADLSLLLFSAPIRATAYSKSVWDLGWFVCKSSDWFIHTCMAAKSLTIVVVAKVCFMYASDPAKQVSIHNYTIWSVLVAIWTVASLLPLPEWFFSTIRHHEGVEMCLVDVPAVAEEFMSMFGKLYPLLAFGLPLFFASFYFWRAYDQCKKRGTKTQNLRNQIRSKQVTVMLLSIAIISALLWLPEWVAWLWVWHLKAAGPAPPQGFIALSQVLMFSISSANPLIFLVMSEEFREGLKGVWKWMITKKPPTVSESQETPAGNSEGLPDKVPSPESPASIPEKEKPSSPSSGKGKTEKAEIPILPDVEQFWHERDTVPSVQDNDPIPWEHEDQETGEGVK
MITF primary: blocks human microphthalmia-associated transcription factor | 0.91% of 650,000 active | AlphaScreen MITF homodimerization, bead proximity signal | inhibition, % at 2.6 µM; in the data active = inhibition above about 50%;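 also: 0% = vehicle wells with protein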
Target sequence (O75030 whole entry, looked up): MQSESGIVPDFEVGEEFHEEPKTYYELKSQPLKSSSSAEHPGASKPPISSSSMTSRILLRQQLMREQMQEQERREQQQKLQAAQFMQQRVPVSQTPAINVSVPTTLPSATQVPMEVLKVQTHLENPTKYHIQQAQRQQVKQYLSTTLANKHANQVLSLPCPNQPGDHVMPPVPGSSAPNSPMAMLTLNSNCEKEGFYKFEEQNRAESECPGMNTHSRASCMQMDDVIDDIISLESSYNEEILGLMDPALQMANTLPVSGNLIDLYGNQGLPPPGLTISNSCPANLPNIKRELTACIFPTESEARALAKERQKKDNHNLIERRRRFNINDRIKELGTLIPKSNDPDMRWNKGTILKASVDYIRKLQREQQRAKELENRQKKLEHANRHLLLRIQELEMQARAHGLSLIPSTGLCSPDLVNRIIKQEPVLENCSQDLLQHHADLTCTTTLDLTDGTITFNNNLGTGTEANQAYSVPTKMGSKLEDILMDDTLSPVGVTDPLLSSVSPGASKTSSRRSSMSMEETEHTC
The depositor's hits bear a star; . = not tested or not shown.

SMILES	TEAD-YAP block	FBW7 act	GPR151 ag	MITF primary
CC[C@H](C)[C@H](NC(=O)[C@@H](N)[C@@H](C)O)C(=O)N1CCC[C@H]1C(=O)N[C@@H](CCSC)C(=O)N[C@@H](Cc1ccccc1)C(=O)N[C@H](C(=O)N1CCC[C@H]1C(=O)N[C@@H](CCC(=O)O)C(=O)N[C@@H](CO)C(=O)N[C@H](C(=O)N[C@@H](CO)C(=O)N[C@@H](CCCCN)C(=O)N[C@@H](CC(C)C)C(=O)N[C@@H](CCC(N)=O)C(=O)N[C@@H](CCCCN)C(=O)N[C@@H](Cc1ccccc1)C(=O)N[C@H](C(=O)N[C@@H](CO)C(=O)N[C@@H](Cc1c[nH]c2ccccc12)C(=O)N[C@@H](Cc1ccccc1)C(=O)N[C@H](CCSC)C(=O)NCC(N)=O)[C@@H](C)O)[C@@H](C)O)C(C)C	.	0.0	3.7	5
CCn1c(SCC(=O)Nc2ccc(C(=O)OC)cc2)nnc1-c1ccc(C)cc1	0	0.0	1.9	-11
C/C(=C/c1ccccc1)C(=O)Nc1ccc(C(N)=O)cc1	-79	0.0	0.5	9
COc1cccc(-c2nc(CSCC(=O)NC3CCCCCC3)c(C)o2)c1	-6	0.1	-1.0	21
Nc1nc(N2CCN(c3ccccn3)CC2)nc2c1ncn2-c1ccsc1	24	0.0	-0.6	4
CCN(CC)CCOC(=O)c1ccc(NC(=O)CNC(=O)C2CCCCC2)cc1	10	-0.1	5.9*	10
Fc1ccccc1C1CCN(Cc2nc(-c3ccccn3)no2)C1 (stereo not drawn)	-49	0.0	-1.7	-22
COc1ccc(C/C(=N/OC(C)=O)c2ccc(OC)cc2)cc1	-13	0.1	0.8	0
COc1ccc(CCNC(=O)CN(Cc2ccccc2)S(=O)(=O)c2ccc(Cl)cc2)cc1OC	0	0.0	0.3	1
CCn1c(SCC(=O)Nc2ccccc2)nc2c([nH]c3ccccc32)c1=O	0	0.0	0.6	-9
CSc1ccccc1C(=O)NCCOc1ccccc1C	4	-0.1	1.3	-14
COc1ccc(O)c(CN2CCC3(CC2)CC3C(=O)Nc2cccc(F)c2)c1 (stereo not drawn)	1	0.2	0.1	7
Cc1noc(C(=O)Nc2cc(Br)ccc2O)c1Cl	-14	-0.1	3.0	2
C(=N\Nc1cc(N2CCOCC2)ncn1)/c1ccccc1	-71	0.2	-1.0	21
O=C1CSC(=Nc2cccc(O)c2)N1	-10	0.4	-0.9	8
CCCNc1ncnc2nc(Nc3ccccn3)[nH]c12	-10	-0.5	2.7	-1
CCOC(=O)Cn1c(=O)c2c(nc3n(-c4cccc(Cl)c4)c(C)c(C)n23)n(C)c1=O	0	-0.1	1.0	6
CCC(O)(CC)C(=O)NNc1ccccc1C	2	0.1	0.0	5
O=C(CSc1nc2ccccc2o1)OCC(=O)c1ccccc1	-6	0.1	-2.1	13
Nc1ncnc(Nc2ccc(S(=O)(=O)Nc3ncccn3)cc2)c1[N+](=O)[O-]	-9	-0.1	4.9*	2
COCCCNCCCOc1ccc2ccccc2c1Br	1	-0.2	-1.1	11
Cc1ccc(NC(=S)N/N=C2\CC(=O)CC(C)(C)C2)cc1	-5	0.1	0.1	18
O=C(CC1SC(=Nc2ccccc2)N(CCCO)C1=O)NCc1ccccc1 (stereo not drawn)	12	0.4	-1.6	15
COc1ccccc1CNC(=O)Cn1cnc2ccccc2c1=O	1	0.0	2.5	-6
CN(C)C(CNC(=O)c1cc(F)cc(F)c1)c1ccccc1 (stereo not drawn)	1	0.1	-0.9	3
Continuation.
SMILES	TEAD-YAP block	FBW7 act	GPR151 ag	MITF primary
COc1ccc(CCNC(=S)NC2CCCC2)cc1	-3	-0.2	2.0	7
COc1ccccc1/C=C1/N=C(c2cc(Cl)ccc2OC)OC1=O	-6	-0.1	-1.0	9
O=C(NCCCNc1ccc([N+](=O)[O-])cc1Cl)c1ccc(F)cc1	7	-0.1	-0.9	3
CCOC1(C(F)(F)F)NC(=O)N(Cc2ccccc2Cl)C1=O (stereo not drawn)	-5	-0.1	-1.2	14
CCOC(=O)c1cnc2ccc(OCC)cc2c1Nc1ccccc1	0	-0.1	0.0	2
Cc1c(C(=O)C(=O)Nc2ccccc2C(N)=O)c2ccccc2n1C	-1	0.0	-0.8	1
CCOC(=O)c1c(NC(=O)c2cc3nc(C)cc(C)n3n2)sc2c1CCCC2	9	0.5	-0.8	16
COc1cc(C(=O)Nc2ccc(C(C)=O)cc2)cc(OC)c1OC	-10	1.0	0.9	8
Cc1ccc(N2CC(C(=O)N3CCN(CCNC(=O)C(=O)Nc4ccccc4)CC3)CC2=O)cc1 (stereo not drawn)	9	0.0	0.3	0
CCOc1ccccc1C(=O)Nc1c2c(nn1-c1cccc(Cl)c1)CSC2	-6	-0.1	2.4	13
Cc1ccc(N2C(=O)C(CC(=O)Nc3ccccc3)N(C(C)C)C2=O)cc1 (stereo not drawn)	-8	0.8	-1.3	9
CCOC(=O)c1ccc(NCc2ccc(OC)cc2)cc1	-7	-0.1	0.4	-27
NC(=O)c1oc2ccccc2c1NC(=O)CCN1CCCCC1	-2	-0.1	-0.5	3
CCOC(=O)C1(C)Oc2cccnc2NC1=O (stereo not drawn)	4	0.0	3.6	0
CN1C(=O)c2ccc(N3C(=O)c4ccc(Oc5ccc([N+](=O)[O-])cc5)cc4C3=O)cc2C1=O	-2	0.3	1.1	-6
COc1ccc(-c2nc(-c3ccncc3)no2)cc1OC	-39	0.4	-1.3	6
COc1ccc(Cl)cc1C(=O)NNC(=O)CCNC(=O)c1ccc(C(C)(C)C)cc1	3	0.0	-0.2	-10
C=CCNC(=O)/C(=C/c1ccc(Cl)cc1)NC(=O)c1ccco1	5	0.2	0.6	5
COc1ccc(/C=C(\C#N)C(=O)OCC(=O)Nc2nc(-c3ccc(F)cc3)cs2)cc1	-19	0.1	-2.3	14
O=C(CSCc1ccccc1)Nc1ccc(Oc2ccc3c(c2)C(=O)NC3=O)cc1	-2	0.1	-0.3	-5
CC(c1ccccc1)n1cc(C(=O)NCC2COc3ccccc3O2)nn1 (stereo not drawn)	2	0.4	-1.2	-15
CC(=O)Nc1cccc(NC(=O)CSCc2ccccc2)c1	5	0.6	-1.9	-9
Cc1ccc(NC2=CC(=O)CC(c3ccccc3)C2)cc1 (stereo not drawn)	43*	0.1	-0.8	15
CCN1C(=O)S/C(=C/c2cc(Cl)c(OCC(=O)O)c(Br)c2)C1=O	2	0.4	0.0	-3
N#CC1=C(N)N(c2ccc(Br)cn2)C2=C(C(=O)CCC2)C1c1ccc(Cl)cc1Cl (stereo not drawn)	1	0.0	1.5	0

4 entries from above, with each value named:
COc1cc(C(=O)Nc2ccc(C(C)=O)cc2)cc(OC)c1OC
  TEAD-YAP block: -10 | FBW7 act: 1.0 | GPR151 ag: 0.9 | MITF primary: 8

Cc1ccc(N2CC(C(=O)N3CCN(CCNC(=O)C(=O)Nc4ccccc4)CC3)CC2=O)cc1 (stereo not drawn)
  TEAD-YAP block: 9 | FBW7 act: 0.0 | GPR151 ag: 0.3 | MITF primary: 0

CCOc1ccccc1C(=O)Nc1c2c(nn1-c1cccc(Cl)c1)CSC2
  TEAD-YAP block: -6 | FBW7 act: -0.1 | GPR151 ag: 2.4 | MITF primary: 13

Cc1ccc(N2C(=O)C(CC(=O)Nc3ccccc3)N(C(C)C)C2=O)cc1 (stereo not drawn)
  TEAD-YAP block: -8 | FBW7 act: 0.8 | GPR151 ag: -1.3 | MITF primary: 9

Further results
SMILES	TEAD-YAP block	FBW7 act	GPR151 ag	MITF primary
O=C(CSc1nc2ccccc2c(=O)n1CC1CCC(C(=O)NCc2ccccc2Cl)CC1)c1ccccc1 (stereo not drawn)	0	0.0	0.2	4
OC(CN1CCN(c2c(Cl)cncc2Cl)CC1)C(F)(F)F (stereo not drawn)	5	-0.2	1.9	9
Cc1cccc(C)c1-n1c(=S)[nH]c2c(sc(=S)n2-c2c(C)cccc2C)c1=O	0	0.0	-0.1	-1
CC(C)Cc1ccc(CN2CCc3nnc(CNC(=O)c4ccccc4)n3CC2)cc1	-4	0.1	0.5	12
Cc1ccc2c(c1)c(Sc1ccccc1)c(CC(=O)Nc1ccccc1)n2C	5	0.1	0.8	5
CC(C)(C)C1CCC(=NNc2nc3ccccc3[nH]2)CC1 (stereo not drawn)	-4	-0.2	-0.6	21
COc1cc(OC)c(/C=C2\SC(=S)NC2=O)cc1Br	2	0.2	1.2	16
COC(=O)C1=C(N)Oc2cc(C)[nH]c(=O)c2C1c1ccc(F)cc1 (stereo not drawn)	0	0.5	-0.4	-8
CCOc1ccc(CN2CCNC(=O)C2CC(=O)OC)cc1 (stereo not drawn)	5	1.0	-0.2	15
CC1CC(C)CN(S(=O)(=O)c2ccc(C(=O)N=c3sc4cc(Br)ccc4n3C)cc2)C1 (stereo not drawn)	7	0.7	-0.3	9
O=C1CN(C(=O)COC(=O)CSCc2ccccc2)c2ccccc2N1	0	-0.1	-2.1	-4
CCCCN1C(=O)c2ccc([N+](=O)[O-])cc2C1=O	15	-0.1	2.5	9
COc1ccccc1NC(=O)C(=O)c1c(-c2ccccc2)cc2ccccn12	10	-0.2	0.3	4
O=C(Nc1cccc(C(=O)O)c1)/C(=C\c1cccc([N+](=O)[O-])c1)NC(=O)c1ccc(Br)o1	-14	0.1	-0.4	6
CC(C)(C)c1cc(Br)ccc1OCC(=O)O	5	-0.1	-0.8	0
OCCNc1nc(N2CCN(c3ccccn3)CC2)nc2c1ncn2-c1ccsc1	51*	0.1	-2.1	13
CCCN1C(=O)CN(C2CCCCCC2)C(=O)C1c1ccc(C)cc1 (stereo not drawn)	6	-0.1	1.5	-15
COc1ccc(NC(=S)NNc2ccc(C(=O)O)cc2)cc1	40*	-0.3	-0.5	2
CC1=C(C(=O)OCCc2ccccc2)C(c2ccc(Cl)c(Cl)c2)C2=C(CC(c3ccc(Cl)cc3)CC2=O)N1 (stereo not drawn)	-15	-0.1	-0.5	-6
O=C1CCCN1CCn1cnc2c(NCCOc3ccccc3)nc(N3CCC(N4CCOCC4)CC3)nc21	1	0.0	1.1	6
CCOC(=O)c1ccoc1COC(=O)c1ccc(C)c(C)c1	-4	0.2	1.0	-1
Cc1ccc(-n2cc(-c3ccccc3)c3c(NC4CCCC4)ncnc32)cc1	-9	0.8	-2.1	21
N#CC1C(c2ccc3ccccc3n2)=CN(CC(=O)c2ccc([N+](=O)[O-])cc2)c2ccccc21 (stereo not drawn)	-56	-0.2	1.8	17
O=C(NCCCN1CCCC1=O)C1CCN(c2ccc(NCc3ccc4c(c3)OCO4)nn2)CC1	5	0.3	2.3	6
Cc1cccc(N2CCN(C(=O)c3ccc(N4CCCC4=O)cc3)CC2C)c1 (stereo not drawn)	-2	-0.1	0.3	-2

Given as labelled records: two of the compounds above.
smiles: CCOc1ccc(CN2CCNC(=O)C2CC(=O)OC)cc1 (stereo not drawn)
- TEAD-YAP block: 5
- FBW7 act: 1.0
- GPR151 ag: -0.2
- MITF primary: 15

smiles: CC1CC(C)CN(S(=O)(=O)c2ccc(C(=O)N=c3sc4cc(Br)ccc4n3C)cc2)C1 (stereo not drawn)
- TEAD-YAP block: 7
- FBW7 act: 0.7
- GPR151 ag: -0.3
- MITF primary: 9

Additional entries.
SMILES	TEAD-YAP block	FBW7 act	GPR151 ag	MITF primary
COc1cc2nc(NC(=O)c3ccc(Cl)cc3Cl)sc2cc1OC	12	0.1	-1.5	4
Cc1ccccc1S(=O)(=O)NC1OC(=O)C(Br)=C1Br (stereo not drawn)	9	-0.2	-0.5	17
O=C(CNC(=O)c1ccc(Cl)cc1)N/N=C/c1ccc(O)cc1O	5	-0.2	-0.5	3
CN1CCN(C(=O)C2CCN(S(=O)(=O)N3CCC4(CC3)OCCO4)CC2)CC1	5	0.1	-0.7	9
COC(=O)C(=CC(=CN(C)C)C=C(C(=O)OC)C(=O)OC)C(=O)OC	-7	0.0	-0.1	-7
Cc1ccc(-c2cncc(-c3cccc(C(=O)N4CCN(C)CC4)c3)n2)cc1	-40	0.4	-0.4	22
O=C(NCC1CCCN(C2CSCCSC2)C1)c1cccs1 (stereo not drawn)	0	-0.1	1.5	-4
CCN1CCN(c2ccc(NC(=O)COc3ccccc3C)cc2)CC1	4	-0.1	-1.0	1
CCNC(=S)NNC(=O)C(CC(C)C)NC(=O)c1ccccc1C (stereo not drawn)	-5	0.0	-0.7	-10
CCN1C(=S)NC2c3cccc(OC)c3OC1(C)C2C(=O)Nc1ccc(C)cc1C (stereo not drawn)	4	-0.1	0.3	2
CCCn1c(SCC(=O)Nc2ccc(C)c(S(=O)(=O)N(C)C)c2)n[nH]c1=O	6	0.2	-2.9	1
COc1cccc(C(=O)NCC(c2cccs2)S(=O)(=O)c2ccc(F)cc2)c1 (stereo not drawn)	4	-0.1	1.4	10
CC1=C(C(N)=O)C(c2ccc(O)cc2)NC(=S)N1 (stereo not drawn)	6	0.2	-1.0	10
O=C(NC(=S)NCC1CCCO1)c1ccco1 (stereo not drawn)	-3	0.3	-1.1	21
C=CCOc1ccc2ccccc2c1CNn1c(C)n[nH]c1=S	-13	-0.1	-0.4	5
Cc1ccc2c(nc3s/c(=C/c4ccccc4F)c(=O)n32)c1C	-9	-0.3	-1.5	-8
O=C(c1nc2sccn2c1CN1CCC(c2nc3ccccc3[nH]2)CC1)N1CCCC1	2	-0.1	3.1	-6

Whole records, looked up by structure. Values in the order: TEAD-YAP block | FBW7 act | GPR151 ag | MITF primary
CCCn1c(SCC(=O)Nc2ccc(C)c(S(=O)(=O)N(C)C)c2)n[nH]c1=O across the screens: 6 | 0.2 | -2.9 | 1
CCN1CCN(c2ccc(NC(=O)COc3ccccc3C)cc2)CC1 across the screens: 4 | -0.1 | -1.0 | 1

Bioassay records deposited in PubChem by The Scripps Research Institute Molecular Screening Center.

Outcome played no part in choosing rows; any-hit rate near 3.4%.
